# Assay outcomes: PubChem, several laboratories
# MEP2 TOR yeast: modulators of MEP2-GFP levels in yeast, primary screen, S. cerevisiae, multiplex flow cytometry, MLPCN library; AID 2016, 2009; hit rate 0.51% among 330,000; GFP response vs DMSO, % at 10 µM; S. cerevisiae MEP2-GFP strain, 3 h; 100% = DMSO control level;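 active = GFP response versus DMSO above a set limit, roughly screen mean plus 3 SD, cut at about 180% in these data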;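 also: median GFP fluorescence of the barcode-gated MEP2-GFP cells per well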
# EBNA-1 inhibitor: EBNA-1 DNA-binding inhibitors, primary screen, biochemical, fluorescence polarization; AID 1950, 2009; hit rate 0.34% among 300,000; inhibition, % at 14.8 µM; in the data active = inhibition above about 28%
# LAP4 TOR yeast: modulators of LAP4-GFP expression in yeast, primary screen, S. cerevisiae, multiplex flow cytometry, MLPCN library | AID 2023, 2009 | hit rate 0.34% among 320,000 | GFP response vs DMSO, % at 10 µM | 3 h; median GFP as percent of DMSO wells;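 active = GFP response vs DMSO above a set limit, about the screen mean plus 3 SD, cut at about 150% in these data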
# AHR activator: AHR activators, primary screen, cell-based, luminescence, luciferase reporter, human; activation, % at 5 µM; AHR-responsive luciferase reporter cells; AID 2796, 2010; hit rate 2.5% among 320,000; in the data active = activation above about 47%;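 also: 0% = vehicle wells and 100% = reference agonist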
# procasp3 activ: activators of human procaspase-3 D3A mutant, primary screen, biochemical, absorbance, PC-3 D3A mutant, single concentration | Caspase-3 (Homo sapiens), P42574 | recombinant procaspase-3 D3A, Ac-DEVD-pNA absorbance 405 nm | activation, % at 8.5 µM | hit rate 0.11% among 330,000 | AID 463141, 2010;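 active = activation above the mean of all tested compounds plus 3 SD, cut at about 21% in these data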;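 also: 0% = DMSO alone and 100% = DMSO wells spiked with extra 5 µM PC-3 D3A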
#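 Test system: Procaspase-3 D3A mutant; medium: Zinc-free HEPES/NaCl buffer with 0.01% Triton X-100 at pH 7.4; reagent: DEVD-pNA substrate; doses: one concentration, 8.5 µM nominal, 0.8% DMSO; times: 1 h preincubation plus 2 h reaction at 25 °C; signal: Epi-absorbance at 405 nm of released p-nitroaniline, 0 and 120 min; replicates: singlicate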
# procasp7 counter: procaspase-7 activators, primary screen, counter-screen for procaspase-3 activator project, biochemical, absorbance, HTS, human; Caspase-7 (Homo sapiens), P55210; recombinant procaspase-7, Ac-DEVD-pNA absorbance 405 nm; D23A/D198A/D206A triple mutant, cannot self-cleave; scale: DMSO 0, 5 µM enzyme 100; activation, % at 8.5 µM; hit rate 0.093% among 330,000; AID 463210, 2010;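 active = percent activation above the screen-wide mean plus 3 SD, cut at about 25% in these data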
#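 buffer or medium = Zinc-free HEPES/NaCl buffer, pH 7.4 | material = Procaspase-7 triple mutant (PC-7 D3A) | input = 2 µM procaspase-7 mutant as dispensed | signal = Epi-absorbance of released pNA at 405 nm, two timepoints | timing = 1 h preincubation, 2 h reaction | replicates = singlicate compound testing | evaluation = % activation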
# RPL19A TOR yeast: RPL19A-GFP expression modulators in yeast, primary screen, cell-based, S. cerevisiae, multiplex flow cytometry, MLPCN | S. cerevisiae RPL19A-GFP strain, 3 h; hits give low values | hit rate 0.3% among 330,000 | AID 2025, 2009 | percent response vs DMSO, % at 10 µM;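 active = percent response vs DMSO below 50%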;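 also: median channel GFP fluorescence of the barcoded RPL19A-GFP strain; ratio of sample median GFP to plate DMSO average so 100% = DMSO; lower means less RPL19A-GFP as with rapamycin TOR inhibition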
# ZTA counter: counter-screen for EBNA-1 inhibitors: inhibitors of Epstein-Barr virus ZTA | P03206 | ZTA-DNA binding, fluorescence polarization | inhibition, % at 11 µM | hit rate 0.15% among 320,000; in the data active = inhibition above about 33%
# * hit, by the source's call; nt = no result given; [ ] = remark or other dose. Rows were taken by chance. About 3.8% of those tested had a hit in this group.
canonical_smiles	MEP2 TOR yeast	EBNA-1 inhibitor	LAP4 TOR yeast	AHR activator	procasp3 activ	procasp7 counter	RPL19A TOR yeast	ZTA counter
O=C(CN1CCN(S(=O)(=O)c2ccc(F)cc2)CC1)Nc1ccc(Cl)c(C(F)(F)F)c1	102	-14	94	7	-7	9	95	-6
Nc1cc(=O)[nH]c(=O)n1Cc1ccccc1	nt	-11	nt	1	4	8	nt	5
CCN(CC)CCNc1nc(-c2cccs2)c(CC(=O)O)s1	106	-6	109	2	-7	-15	105	-20
CCCC(=O)C1=C(O)C(C(=O)OC)C(C)(C)CC1=Nc1cccc2ccccc12 (stereo not given)	177*[may fluoresce violet]	-22	91[may fluoresce violet]	5	1	2	69[may fluoresce violet]	-3
O=C(NC12CC3CC(CC(C3)C1)C2)c1ccc(-c2ccc(Br)cc2)o1	87	-5	89	13	-12	-10	111	11
COc1cccc(CN2C(=O)NC3(CCCCCC3)C2=O)c1	106	1	98	2	1	-11	102	-3
COc1ccccc1C(=O)NNc1ncc(C)s1	103	-2	104	17	-22	-26	98	-7
CC(=O)Nc1ccc(S(=O)(=O)Nc2nc(C)cc(-n3nc(C)cc3C)n2)cc1	118	6	106	-1	-2	-1	96	4
COC(=O)c1[nH]c2c(c1C(=O)OC)CCc1ccccc1-2	105	-20	91	36	-2	-2	97	5
COc1ccc(NS(=O)(=O)c2ccc(S(=O)(=O)N3CCCC3)cc2)cc1Cl	105	-17	105	-1	-9	-8	101	-12
CCOc1ccccc1C(=O)NCC(=O)N1CCC(C)CC1	95	nt	89	15	7	-3	91	nt
CC(=O)c1cccc(NC(=O)C2CC(c3ccc(F)cc3)=NO2)c1 (stereo not given)	98	17	100	0	12	6	100	6
O=C(NCc1ccccc1)C1=C[C@@H](C2CCCCC2)C[C@@H](OCc2ccc(CO)cc2)O1	nt	-12	nt	1	3	-2	nt	6
COCCn1c(Cc2ccccc2)nnc1SC(C)C(=O)NC1CC1 (stereo not given)	104	nt	109	-2	-1	5	104	11
COc1ccccc1NC(=O)CSc1nnnn1-c1ccccc1OC	102	6	94	8	12	-1	100	-4
COC(=O)C1=C(C)Nc2nc(-c3ccccc3)nn2C1c1ccc(C)o1 (stereo not given)	103	7	100	3	1	2	103	1
O=c1c2ccccc2nnn1CSc1ccccc1	86	-11	100	60*	-5	-4	98	-5
CN(C1CCCCC1)S(=O)(=O)c1ccc(=S)[nH]c1	90	nt	98	1	-24	-34	94	-11
Cc1cc(NC(=O)CSc2nnc(Cn3c(=O)sc4ccccc43)n2-c2ccccc2C)no1	110	-5	105	-1	3	-3	96	-8
O=C(NCc1ccccn1)[C@@H]1C[C@H]1[C@@H](NP(=O)(c1ccccc1)c1ccccc1)c1ccccc1	99	11	117	-2	-11	2	108	-19
COc1cc(C(=O)N[C@H](C(=O)Nc2nnc(C3CC3)s2)C(C)C)cc(OC)c1OC	101	7	93	1	0	10	100	9
COc1cc(NC(=O)c2ccc(COc3ccccc3Br)o2)cc(OC)c1OC	103	-7	100	1	-8	-2	95	-24
COc1ccccc1C(=O)OCC(=O)Nc1ccc(OC(F)F)cc1	106	2	126	3	1	7	105	-6
Cc1onc(-c2ccccc2)c1C(=O)NNC(=S)NC(=O)/C=C/c1ccccc1	128	2	102	19	-6	-6	98	9
CCCn1cc(CN2CCC(Oc3ccc(C(=O)N4CCCC4)cc3)CC2)c(C)n1	101	4	103	1	0	15	98	3
C/C=C(\C)C(=O)Nc1cccc(C2=NOC3(C2)C[C@@H](C(N)=O)N(C(=O)c2cc([N+](=O)[O-])cc([N+](=O)[O-])c2C)C3)c1 (stereo not given in full)	102	14	130	0	-3	2	101	-9
Cn1c(=O)c(C(=O)Nc2ncccc2O)c(O)c2ccccc21	105	-2	88	77*	-2	-4	30*	14
O=C(O)C1CC=CCC1C(=O)Nc1ccc(F)c(F)c1 (stereo not given)	96	6	108	-2	-1	3	99	-7
O=C(O)C1CC(=O)N(CCc2ccc(F)cc2)C1 (stereo not given)	102	-12	83	1	-2	10	106	-3
Cn1c(C(=O)N2CCCC(C(=O)NCc3cccs3)C2)cc2sccc21 (stereo not given)	102	5	95	2	0	2	99	2

# RPL19A TOR yeast, entries above that show a hit.
mol	MEP2 TOR yeast	EBNA-1 inhibitor	LAP4 TOR yeast	AHR activator	procasp3 activ	RPL19A TOR yeast
Cn1c(=O)c(C(=O)Nc2ncccc2O)c(O)c2ccccc21	105	-2	88	77*	-2	30*

# Further records.
canonical_smiles	MEP2 TOR yeast	EBNA-1 inhibitor	LAP4 TOR yeast	AHR activator	procasp3 activ	procasp7 counter	RPL19A TOR yeast	ZTA counter
CC(C)c1ccc(NC(=O)c2ccc(NC3=NC4CS(=O)(=O)CC4S3)cc2)cc1 (stereo not given)	96	-4	101	19	1	-5	106	11
CC(=O)Nc1cc2c3c(c1)CCN3C(=O)CC2	97	0	105	2	8	-4	101	11
COc1cccc(C(=O)Nn2c(-c3cccs3)nc3ccccc3c2=O)c1OC	89	-10	90	13	0	-10	98	-16
Cc1cccc(NC(=O)c2ccc(C(=O)c3ccccc3)cc2)n1	114	-1	116	5	5	17	100	-17
Cc1ccc2nc(N(CCCN(C)C)C(=O)c3cc4ccccc4oc3=O)sc2c1	108	4	104	-5	9	-2	102	-5
COc1ccc(NS(=O)(=O)c2ccc(N)c(C(=O)O)c2)cc1	100	-12	96	2	-7	3	93	1
Cc1nc(NC(=O)COC(=O)C(C)NC(=O)c2ccccc2)c(Cl)cc1Cl (stereo not given)	93	nt	86	2	-4	3	90	-7
COC(=O)CC(NC(=O)Nc1ccc(C)cc1)c1cccc([N+](=O)[O-])c1 (stereo not given)	92	1	114	1	-3	19	97	-7
CCOC(=O)Cc1csc(NC(=O)Nc2ccc(OC(F)(F)F)cc2)n1	99	2	105	1	4	0	97	9
CC(C)C(=O)NC(=S)/C=C1/N(C)c2ccccc2C1(C)C	101	0	119	0	-23	-35	93	8
CN1CCN(CCCNC(=O)Nc2cccc3ccccc23)CC1	105	-6	94	4	-2	2	92	5
O=C(C1CCCN(S(=O)(=O)c2ccc([N+](=O)[O-])cc2)C1)N1CCCCC1 (stereo not given)	89	2	90	-2	5	0	97	15
Cc1cccc(OC(C)C(=O)OCC(=O)N2CCN(c3ccccc3)CC2)c1 (stereo not given)	103	nt	101	-1	3	-3	96	nt
CCn1c(C)nc2cc(C(=O)N/N=C/c3ccc(O)cc3)ccc21	102	2	96	-2	-5	13	104	4
CCNC(=S)N1CCN(CC(=O)Nc2ccc(OC)cc2)CC1	101	-3	92	-1	1	14	99	-1
N#Cc1ccc(CN2CCN(C(=O)Cn3nc(C(N)=O)c4ccccc4c3=O)CC2)cc1	103	17	82	-3	14	7	95	10
CCCCCOc1ccc(C(=O)NCC2(c3ccccc3)CCOCC2)cc1	97	8	106	2	7	2	92	-2
O=C(Cn1c(CO)nc2ccccc21)NC1CCCCCC1	102	2	101	1	-1	1	99	-8
Cc1ccc(NC(=O)Cn2c(=O)c(C)nc3ccccc32)cc1	84	-7	94	3	6	4	98	-1
CCOc1ccc(NC(=O)CC(c2ccccc2)c2ccc(F)cc2)cc1 (stereo not given)	96	1	88	7	1	1	98	3
CC(=O)Nc1ccc(NC(=O)c2ccccc2CCc2ccccc2)cc1	104	-6	117	1	1	10	104	-19
COc1ccc(CN(C)CC(=O)Nc2cc3oc4ccccc4c3cc2OC)c(OC)c1	103	4	98	26	-5	-5	105	-14
O=C(O)COc1ccccc1C=NNC(=O)c1ccc(NS(=O)(=O)c2cccs2)cc1	98	nt	95	0	7	-3	94	nt
Cc1ccc(CCNC(=O)CS(=O)Cc2nc(-c3cccc(C)c3)oc2C)cc1 (stereo not given)	98	-2	102	1	-3	-2	95	5
OC(COc1cccc2ccccc12)CN1CCN(c2cccc(Cl)c2)CC1 (stereo not given)	99	9	94	1	5	-4	101	7
O=C(c1cc(-c2ccccc2)on1)N1CCN(c2ccccc2)CC1	98	-10	99	-7	5	5	102	-4
Cc1nn(-c2ccccc2)nc1C(=O)Nc1ccc2[nH]ncc2c1	110	-10	99	52*	5	0	105	-3
COC(=O)c1cc(-c2cccs2)nc2ccccc12	85	3	96	6	11	7	93	2
CC(=O)c1cccc(NC(=O)c2noc3c2CCc2ccccc2-3)c1	101	-12	107	-5	-4	-1	99	-8
FC(F)(F)c1ccc(Nc2nnnc3ccccc23)cc1	105	0	98	4	0	5	100	4
N#Cc1c(-c2cccnc2)cc(-c2ccccc2)nc1N	99	1	111	19	2	7	97	6
O=C(COc1ccccc1)Nc1ccccc1Oc1ccccc1	106	9	88	2	2	-5	97	-13
Cc1ccc(C(=O)CSc2nnc(-c3ccccc3N)n2C)cc1	100	0	92	3	-9	11	100	3
CC(NC(=O)/C(C#N)=C/c1cccs1)c1ccccc1 (stereo not given)	99	-8	115	4	2	3	96	-9
C=CCN(CC=C)S(=O)(=O)c1ncn[nH]1	107	-7	101	1	-1	-4	105	-9
CN1CCN(Cc2nnc(-c3ccccc3)o2)CC1	127	8	111	2	7	4	105	1
CN1CCN(C(=O)/C=C/c2cccc(Cl)c2)CC1	103	4	99	1	10	3	102	-7
CCOc1ccc(N=C(NC#N)SCC)cc1	104	-4	103	32	0	12	100	-5
Cc1ccc2c(c1)c1c(c(=O)n(-c3ccccc3C)c(=O)n1CC(=O)NCC1CCCO1)n2C (stereo not given)	117	-8	84	4	-8	10	46*	5
CCOc1ccc(CCNC(=O)c2oc3c(c2C)-c2[nH]ncc2CC3)cc1OCC	102	8	99	10	14	3	97	-7
Cc1ccc(S(=O)(=O)NC(CC(N)=O)C(=O)O)cc1 (stereo not given)	97	-1	95	3	3	5	101	8
N#C/C(=C(/O)c1ccc([N+](=O)[O-])o1)c1nc2ccccc2[nH]1	102	-3	110	7	-15	-22	98	-8
COc1ccc(C(CC(=O)O)NS(=O)(=O)c2ccc(C)cc2)cc1OC (stereo not given)	98	-1	95	-6	4	0	101	-29
COc1ccc(CNC(=O)C2CCCN(S(=O)(=O)c3ccc(Br)s3)C2)cc1 (stereo not given)	99	-1	92	3	6	-3	104	0
FC(F)(F)c1ccncc1-c1nnc(C2CCCCC2)o1	101	4	104	1	-1	3	97	6
COC(=O)c1cn(NC(=O)Cc2ccc(OC)c(OC)c2)c(=O)c2ccccc12	100	12	103	2	-3	6	97	15
Cc1ccc(C)c(Cc2c(C)nc3c(C(=O)NCc4ccc5c(c4)OCO5)cnn3c2C)c1	103	-10	100	9	4	8	100	7

# Record cards, as listed above. Screens in order: MEP2 TOR yeast	EBNA-1 inhibitor	LAP4 TOR yeast	AHR activator	procasp3 activ	procasp7 counter	RPL19A TOR yeast	ZTA counter
# `COC(=O)CC(NC(=O)Nc1ccc(C)cc1)c1cccc([N+](=O)[O-])c1` (stereo not given) as listed: 92	1	114	1	-3	19	97	-7
# `O=C(NC12CC3CC(CC(C3)C1)C2)c1ccc(-c2ccc(Br)cc2)o1` as listed: 87	-5	89	13	-12	-10	111	11
